USP1-UAF1 inh: inhibitors of human USP1/UAF1 deubiquitinase; Potency, µM (top dose mostly 57.1 µM), inactives show top-dose activity change, negative = inhibition, most hits filed as inhibitors; recombinant USP1/UAF1, Ub-Rhodamine cleavage fluorescence; AID 743255; 390,000 compounds, 0.23% hits; O94782; also: % is scaled to controls: 0 for no effect and ±100 for the full control effect; nearly all actives have a fitted effect of over 60% in size; inactives centre near -12
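1 nM enzyme complex + cpd, 15 min RT; start with Ub-Rho 150nM final; kinetic fluorescence ex 480/em 540, 6 reads q60 s. Buffer 50mM HEPES pH 7.8, 0.5mM EDTA, 0.1 mg/ml BSA, 1mM TCEP, 0.01% Tween-20.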
Vif-APOBEC3G blk: Vif-A3G binding inhibition | HeLa A3G-eYFP + Vif (tagged APOBEC3G with the HIV-1 protein that degrades it), YFP fluorescence, overnight | 410,000 compounds, 0.076% hits | Q9HC16 | Potency, µM (highest dose often 46.1 µM), inactives show top-dose activity, negative = active, most hits filed as inhibitors | AID 602310;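 also: % is scaled to controls: 0 for no effect and ±100 for the full control effect; nearly all actives have a fitted effect of over 60% in size; hits raise eYFP signal because A3G escapes Vif-driven loss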
Target sequence (Q9HC16 whole entry, looked up): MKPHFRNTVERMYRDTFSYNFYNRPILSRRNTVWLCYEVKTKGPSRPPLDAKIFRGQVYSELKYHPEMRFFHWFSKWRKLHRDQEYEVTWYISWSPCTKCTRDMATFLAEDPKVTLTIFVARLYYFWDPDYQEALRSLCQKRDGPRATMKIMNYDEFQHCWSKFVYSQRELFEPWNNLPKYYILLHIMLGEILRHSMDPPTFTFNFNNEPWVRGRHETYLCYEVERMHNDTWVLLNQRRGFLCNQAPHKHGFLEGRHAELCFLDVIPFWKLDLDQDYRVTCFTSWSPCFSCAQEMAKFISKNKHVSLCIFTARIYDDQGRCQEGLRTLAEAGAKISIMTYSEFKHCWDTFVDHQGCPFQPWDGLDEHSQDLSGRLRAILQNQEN
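Read-out is eYFP fluorescence (Ex 488/Em 500-530) from Vif-expressing HeLa A3G-eYFP cells; more signal means A3G escaped Vif-mediated degradation. Cells plated overnight, compound pinned in, incubated overnight at 37 deg C.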
RGS4 inhibitor: human RGS4 inhibition; P49798; Transcreener GDP fluorescence polarization, RGS4-accelerated GTP hydrolysis; Potency, µM (series often up to 114 µM), for inactives: at the top dose activity change, negative = inhibition, hits mostly inhibitors; 390,000 compounds, 0.039% hits; AID 504845; also: % is scaled to controls: 0 for no effect and ±100 for the full control effect; nearly all actives have a fitted effect of over 75% in size; some results filed as inactive show a strong effect at the top dose
Target sequence (P49798 whole entry, looked up): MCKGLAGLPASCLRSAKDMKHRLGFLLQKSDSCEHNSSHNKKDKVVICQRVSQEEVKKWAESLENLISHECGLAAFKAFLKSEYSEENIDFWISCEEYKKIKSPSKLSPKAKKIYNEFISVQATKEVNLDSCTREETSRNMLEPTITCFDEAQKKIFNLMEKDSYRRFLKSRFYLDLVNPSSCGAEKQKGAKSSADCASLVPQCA
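MLSMR compounds (23 nl, pin-transferred) preincubated 10 min at room temperature with a 500nM (2x) first reagent, then RGS4 at 900nM (2x) plus Transcreener GDP mix added; fluorescence polarization (620/688 nm) read before and after 90 min at 30 °C.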
RXFP1 agonist: RXFP1 (human) receptor agonism | Q9HBX9 | HEK293T-RXFP1 cAMP TR-FRET, 30 min; response scale: percent of porcine relaxin response, buffer zero | Potency, µM (series often up to 57.5 µM), without a hit: top-dose activation, most hits filed as activators | AID 2676 | 370,000 compounds, 0.3% hits; also: % is scaled to controls: 0 for no effect and ±100 for the full control effect; nearly all actives have a fitted effect of over 60% in size; many of its hits are not listed in these tables
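Agonist response is measured as cAMP accumulation in an RXFP1-transfected HEK293T line under PDE4 inhibition. Values are scaled between buffer-only and 29 nM porcine relaxin, and EC50s come from standard Hill equation fits.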
ALOX12 inh: ALOX12 (human) lipoxygenase inhibition. P18054. purified 12hLO, xylenol orange hydroperoxide absorbance. Potency, µM (highest dose often 108 µM), without a hit: top-dose activity change, negative = inhibition, hits mostly inhibitors. 580,000 compounds, 1.1% hits. AID 1671190; also: % is scaled to controls: 0 for no effect and ±100 for the full control effect
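Hydroperoxide product was detected by ferrous iron/xylenol orange as the 573 to 405 nm absorbance ratio. Arachidonic acid at 40 uM (final) was turned over for 30 min at room temperature by 150 nM human 12hLO, pH 7.0 Hepes buffer, after 15 min compound preincubation.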
Vif-A3F inh: inhibitors of Vif-A3F interaction | Potency, µM (titrated, usually from 46.1 µM), without a hit: top-dose activity, negative = active | HeLa A3F-eYFP + Vif (tagged APOBEC3F with the HIV-1 protein that degrades it), YFP fluorescence increase | 390,000 compounds, 0.2% hits | AID 602313; also: % of control where 0% means no effect; nearly all actives have a fitted effect of over 65% in size
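HeLa cells stably expressing A3F-eYFP plus Vif, plated and incubated overnight at 37 deg C, then exposed to compounds overnight at 37 deg C. Blocked degradation read as raised yellow fluorescence (Ex 488/Em 500-530).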
rTrxR1 inhibitor: inhibitors of rat thioredoxin reductase 1 | 390,000 compounds, 1% hits | Potency, µM (titrated, usually from 114 µM), for the others: top-dose activity change, negative = inhibition, actives largely listed as inhibitors | O89049 | recombinant rTrxR1, NADPH fluorescence consumption, selenite substrate; also: % is scaled to controls: 0 for no effect and ±100 for the full control effect; nearly all actives have a fitted effect of over 65% in size
Target sequence (O89049 whole entry, looked up): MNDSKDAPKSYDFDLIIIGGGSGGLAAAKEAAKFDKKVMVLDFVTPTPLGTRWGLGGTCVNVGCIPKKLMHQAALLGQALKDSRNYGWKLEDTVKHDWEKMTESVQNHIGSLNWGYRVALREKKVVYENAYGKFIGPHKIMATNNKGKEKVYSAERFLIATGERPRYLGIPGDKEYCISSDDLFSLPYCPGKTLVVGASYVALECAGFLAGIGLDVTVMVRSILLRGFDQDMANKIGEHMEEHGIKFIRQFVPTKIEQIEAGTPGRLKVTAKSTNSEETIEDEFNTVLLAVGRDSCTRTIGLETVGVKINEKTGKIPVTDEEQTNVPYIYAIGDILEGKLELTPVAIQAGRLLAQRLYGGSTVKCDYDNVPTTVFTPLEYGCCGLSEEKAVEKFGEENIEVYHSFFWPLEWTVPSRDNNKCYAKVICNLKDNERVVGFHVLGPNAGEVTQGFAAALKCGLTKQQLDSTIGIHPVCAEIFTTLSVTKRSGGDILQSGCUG
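Rat TrxR1 (90 nM in the dispensed reagent) was pre-reduced with 400 uM NADPH for 5 min at room temperature, then incubated with compound for 15 min. After 400 uM selenite was added, NADPH fluorescence (Ex 340/Em 450 nm) was followed for 8 min.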
IDH1 R132H inh: human IDH1 R132H inhibition | AID 602179 | Potency, µM (series often up to 76.6 µM), without a hit: top-dose activity change, negative = inhibition, most hits filed as inhibitors | 390,000 compounds, 0.093% hits | IDH1-R132H enzyme, NADPH consumption, diaphorase/resazurin fluorescence | O75874; also: % is scaled to controls: 0 for no effect and ±100 for the full control effect; nearly all actives have a fitted effect of over 65% in size
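IDH1-R132H (0.5 ug/mL dispensed) in pH 7.5 Tris buffer was preincubated 30 min with compound, then given a substrate mix of 0.016 mM NADPH and 2 mM alpha-KG for 80 min at room temperature; remaining NADPH was read by diaphorase/resazurin fluorescence.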
TrxR1 substrate: substrates of rat thioredoxin reductase 1; purified TrxR1 substrate turnover, NADPH consumption readout; AID 588456; O89049; 390,000 compounds, 0.01% hits; Potency, µM (doses to about 114 µM), inactives show top-dose activity change, negative = substrate turnover; also: % is scaled to controls: 0 for no effect and ±100 for the full control effect; nearly all actives have a fitted effect of over 50% in size
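Rat TrxR1, dispensed at 90 nM, was prereduced with 400 uM NADPH (final) for 5 min at ~22 deg C, then incubated with compound 15 min before 400 uM selenite. A first-read NADPH fluorescence drop versus no-compound background flagged substrates.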
The depositor's hits bear a star; [ ] = dose if it differs, or a comment. Calls follow the shape of the dose curve; as a rule, active = well fitted curve in the direction sought with a large enough effect; inconclusive = small, poorly fitted or top-dose-only effect, or another doubt; inactive = no such curve, though single readings can be large; an effect the other way counts as inactive or inconclusive. Potency is read from the fitted curve at half-maximal effect. Not all compounds are listed; the hit share may differ from the screen's.

`CC(NC(=O)c1ccc(=O)oc1)c1ccccc1` (stereo not given) gave USP1-UAF1 inh -4%, Vif-APOBEC3G blk -3%, RGS4 inhibitor 17%, RXFP1 agonist -0.2%, ALOX12 inh 7%, rTrxR1 inhibitor -28%, IDH1 R132H inh 2% and TrxR1 substrate inconclusive.
Cc1ccccc1C(=O)Nc1nnc(S(=O)(=O)N2CCc3ccccc32)s1 was read as USP1-UAF1 inh -3%, Vif-APOBEC3G blk 5%, RGS4 inhibitor -12%, RXFP1 agonist 0.3%, ALOX12 inh -8%, Vif-A3F inh 2%, rTrxR1 inhibitor -25%, IDH1 R132H inh 12% and TrxR1 substrate 1%.
For Cc1ccc(CON=C2CCN(c3ncc(C(F)(F)F)cc3Cl)CC2)cc1 the results were USP1-UAF1 inh -12%, Vif-APOBEC3G blk 2%, RGS4 inhibitor -20%, RXFP1 agonist 1.5%, ALOX12 inh 0%, Vif-A3F inh -4%, rTrxR1 inhibitor 19%, IDH1 R132H inh 7% and TrxR1 substrate 0%.
For CC(=O)c1ccc(Cc2ccc(C(C)=O)s2)s1 the results were USP1-UAF1 inh 4%, Vif-APOBEC3G blk 0%, ALOX12 inh -5%, Vif-A3F inh 2% and IDH1 R132H inh -2%.
Screening COc1ccc(S(=O)(=O)NCC(=O)Nc2ccc(F)cc2)cc1 returned USP1-UAF1 inh -25%, Vif-APOBEC3G blk -3%, RGS4 inhibitor 3%, RXFP1 agonist 0.1%, ALOX12 inh 317%[activator], Vif-A3F inh -3%, rTrxR1 inhibitor 22%, IDH1 R132H inh -11% and TrxR1 substrate 2%.
`COCCNC(=O)C1CCC(=O)N(c2ccc(OC)cc2)C1c1ccc(OC)c(OC)c1` (stereo not given) gave USP1-UAF1 inh -18%, Vif-APOBEC3G blk 2%, RGS4 inhibitor 14%, RXFP1 agonist 0.7%, ALOX12 inh 20%, Vif-A3F inh -17%, rTrxR1 inhibitor 1%, IDH1 R132H inh 0% and TrxR1 substrate -1%.
`CCCOc1cccc(C2C(C(=O)c3ccco3)=C(O)C(=O)N2c2nnc(C)s2)c1` (stereo not given) gave USP1-UAF1 inh 0%, Vif-APOBEC3G blk 0%, RGS4 inhibitor 9%, RXFP1 agonist inconclusive, ALOX12 inh 7.9µM*, Vif-A3F inh -8%, rTrxR1 inhibitor -16%, IDH1 R132H inh 20% and TrxR1 substrate -11%.
For O=C(CC(C(=O)O)c1ccc(Cl)cc1Cl)c1ccc(Cl)cc1 (stereo not given) the results were USP1-UAF1 inh -25%, Vif-APOBEC3G blk -1%, RGS4 inhibitor 25%, RXFP1 agonist -4.5%, ALOX12 inh -14%, Vif-A3F inh -6%, rTrxR1 inhibitor 26%, IDH1 R132H inh 5% and TrxR1 substrate 9%.
Screening CCC(=O)Nc1ccc(S(=O)(=O)Nc2ncccn2)cc1 returned USP1-UAF1 inh -6%, Vif-APOBEC3G blk 2%, RGS4 inhibitor -8%, RXFP1 agonist 0.6%, ALOX12 inh -16%, Vif-A3F inh -2%, rTrxR1 inhibitor 25%, IDH1 R132H inh 6% and TrxR1 substrate 6%.
Screening COc1cc(C)c(C(C)C)cc1S(=O)(=O)NC1CC(C)(C)NC(C)(C)C1 returned USP1-UAF1 inh -17%, Vif-APOBEC3G blk -10%, RGS4 inhibitor 6%[56.9 µM], RXFP1 agonist -0.6%, ALOX12 inh 2%, Vif-A3F inh -21%, rTrxR1 inhibitor -18%, IDH1 R132H inh 6% and TrxR1 substrate -5%.
For Cc1ccn(CCC(=O)O)n1 the results were USP1-UAF1 inh -6%, Vif-APOBEC3G blk 1%, RGS4 inhibitor -16%, RXFP1 agonist -1.5%, ALOX12 inh -14%, Vif-A3F inh 1%, rTrxR1 inhibitor 22%[57.1 µM], IDH1 R132H inh 2% and TrxR1 substrate 2%[57.1 µM].
For COc1ccc(CCNC(=O)C2CCN(S(=O)(=O)c3ccc(F)cc3)CC2)cc1 the results were USP1-UAF1 inh -4%, Vif-APOBEC3G blk 4%, RGS4 inhibitor 27%, RXFP1 agonist 1.0%, ALOX12 inh 4%, Vif-A3F inh -9%, rTrxR1 inhibitor 16%, IDH1 R132H inh -3% and TrxR1 substrate 2%.
`CC(OC(=O)c1oc2ccccc2c1CSC1CCCCC1)C(=O)NC(N)=O` (stereo not given) gave USP1-UAF1 inh -5%, Vif-APOBEC3G blk -10%, RGS4 inhibitor 7%, RXFP1 agonist -1.1%, ALOX12 inh -1%, Vif-A3F inh 11%, rTrxR1 inhibitor -11%, IDH1 R132H inh -11% and TrxR1 substrate -13%.
For CCC(C)(C)NC(=O)C(c1cccn1C)N(Cc1ccccc1)C(=O)Cn1nnc2ccccc21 (stereo not given) the results were USP1-UAF1 inh -12%, Vif-APOBEC3G blk 2%, RGS4 inhibitor -7%, RXFP1 agonist -1.0%, ALOX12 inh -3%, Vif-A3F inh 1%, rTrxR1 inhibitor 3%, IDH1 R132H inh 3% and TrxR1 substrate 2%.
For COc1ccc(C(=O)OCC(=O)Nc2cc(C)on2)cc1S(=O)(=O)N1CCOCC1 the results were USP1-UAF1 inh -3%, Vif-APOBEC3G blk 1%, RGS4 inhibitor 32%, RXFP1 agonist 0.4%, ALOX12 inh 54%[activator], rTrxR1 inhibitor 6%, IDH1 R132H inh 2% and TrxR1 substrate -3%.
For CN1CCN(C(=O)c2ccc3c(c2)N(Cc2ccc(C(F)(F)F)cc2)C(=O)c2ccccc2S3)CC1 the results were USP1-UAF1 inh -9%, Vif-APOBEC3G blk 1%, RGS4 inhibitor 15%, RXFP1 agonist -3.6%, ALOX12 inh inconclusive, Vif-A3F inh 1%, rTrxR1 inhibitor -13%, IDH1 R132H inh -1% and TrxR1 substrate -11%.
`COc1ccc(CNC(=O)c2ccc3c(=O)n(CCCN4CCCC4=O)c(=S)[nH]c3c2)cc1` gave USP1-UAF1 inh -5%, Vif-APOBEC3G blk -5%, RGS4 inhibitor 0%, RXFP1 agonist 5.8%, ALOX12 inh -5%, Vif-A3F inh -3%, rTrxR1 inhibitor 12%[57.1 µM], IDH1 R132H inh 4% and TrxR1 substrate 10%[57.1 µM].
`COc1ccc(C(=O)NC(=S)N2CCN(c3ccccc3OC)CC2)cc1` gave USP1-UAF1 inh -6%, Vif-APOBEC3G blk -1%, RGS4 inhibitor -17%, RXFP1 agonist -0.6%, ALOX12 inh 6%, Vif-A3F inh inconclusive, rTrxR1 inhibitor 0%, IDH1 R132H inh -9% and TrxR1 substrate 2%.
COC(=O)CC1=C(C)C(=O)CC2C(C)(C)CCCC12C (stereo not given) was read as USP1-UAF1 inh inconclusive, Vif-APOBEC3G blk 1%, RGS4 inhibitor 15%, RXFP1 agonist 1.2%, ALOX12 inh 16%, Vif-A3F inh -2%, rTrxR1 inhibitor 16%, IDH1 R132H inh 3% and TrxR1 substrate 10%.
Screening O=C(CN1C(=O)C2CCCCN2c2ccc(C(=O)N3CCCC3)cc21)NCc1ccc(F)cc1 (stereo not given) returned USP1-UAF1 inh -26%, Vif-APOBEC3G blk 4%, RGS4 inhibitor -6%, RXFP1 agonist 1.7%, ALOX12 inh 2%, Vif-A3F inh 3%, rTrxR1 inhibitor 14%[57.1 µM], IDH1 R132H inh -8% and TrxR1 substrate 0%[57.1 µM].
COc1ccccc1/C=N/NC(=O)CC(=O)NCCc1ccccc1 was read as USP1-UAF1 inh -17%, Vif-APOBEC3G blk -1%, RGS4 inhibitor -1%, ALOX12 inh 197%[activator], Vif-A3F inh -9%, rTrxR1 inhibitor 5%[57.1 µM], IDH1 R132H inh 13% and TrxR1 substrate 3%[57.1 µM].
`CC1(C)CC[C@]2(C(=O)O)CC[C@]3(C)C(=CCC4[C@@]5(C)CC[C@H](O)C(C)(C)C5[C@H](O)C[C@]43C)[C@@H]2C1` (stereo not given in full) gave USP1-UAF1 inh -17%, Vif-APOBEC3G blk -4%, RGS4 inhibitor 8%, Vif-A3F inh -5%, rTrxR1 inhibitor 14%, IDH1 R132H inh -4% and TrxR1 substrate -2%.
Screening Cc1ccc(-c2nn3c(=O)cc(CN4CCN(C(=O)/C=C/c5ccccc5)CC4)nc3s2)cc1 returned USP1-UAF1 inh -6%, Vif-APOBEC3G blk -2%, RGS4 inhibitor 11%, RXFP1 agonist 0.1%, ALOX12 inh -7%, Vif-A3F inh -2%, rTrxR1 inhibitor 9%[57.1 µM], IDH1 R132H inh -1% and TrxR1 substrate 3%[57.1 µM].
Screening O[C@@H]1[C@@H](O)C=C2CCN3Cc4cc5c(cc4[C@H]1C23)OCO5 (stereo not given in full) returned USP1-UAF1 inh -5%, Vif-APOBEC3G blk -5%, RGS4 inhibitor 16%, RXFP1 agonist -1.3%, ALOX12 inh -4%, Vif-A3F inh inconclusive, rTrxR1 inhibitor inconclusive, IDH1 R132H inh -7% and TrxR1 substrate 3%.
`O=C(Oc1ccc(Br)cc1)c1cncc(Br)c1` gave USP1-UAF1 inh -16%, Vif-APOBEC3G blk 0%, RGS4 inhibitor 24%, RXFP1 agonist 0.4%, ALOX12 inh 2%, Vif-A3F inh -11%, rTrxR1 inhibitor 16%, IDH1 R132H inh 0% and TrxR1 substrate 5%.

Screening results as filed in PubChem BioAssay.
